Compound activity as filed in PubChem.
DT40 TDP1 CPT = DT40-hTDP1 cell growth loss with CPT; 420,000 tested, 12% active; Potency, µM (series often up to 46.2 µM), inactives show at the highest dose activity change, negative = growth inhibition, hits mostly inhibitors; chicken DT40 Tdp1-/-;hTDP1 cells + 20 nM CPT, ATP luminescence, 48 h; AID 686979; further: nearly all actives have a fitted effect of over 55% in size
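Cell growth measured by CellTiter-Glo luminescence after a minimum 48 h, 37 C compound exposure with 20 nM CPT in Tdp1-knockout DT40 cells stably expressing hTDP1, seeded 400/well; qHTS titration format.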
TDP1 block = inhibitors of human tyrosyl-DNA phosphodiesterase TDP1. 350,000 tested, 0.28% active. recombinant TDP1, AlphaScreen DNA substrate cleavage. Q9NUW8. Potency, µM (doses to about 130 µM), for the others: at the highest dose activity change, negative = inhibition, most hits filed as inhibitors; further: nearly all actives have a fitted effect of over 40% in size
Target sequence (Q9NUW8 whole entry, looked up): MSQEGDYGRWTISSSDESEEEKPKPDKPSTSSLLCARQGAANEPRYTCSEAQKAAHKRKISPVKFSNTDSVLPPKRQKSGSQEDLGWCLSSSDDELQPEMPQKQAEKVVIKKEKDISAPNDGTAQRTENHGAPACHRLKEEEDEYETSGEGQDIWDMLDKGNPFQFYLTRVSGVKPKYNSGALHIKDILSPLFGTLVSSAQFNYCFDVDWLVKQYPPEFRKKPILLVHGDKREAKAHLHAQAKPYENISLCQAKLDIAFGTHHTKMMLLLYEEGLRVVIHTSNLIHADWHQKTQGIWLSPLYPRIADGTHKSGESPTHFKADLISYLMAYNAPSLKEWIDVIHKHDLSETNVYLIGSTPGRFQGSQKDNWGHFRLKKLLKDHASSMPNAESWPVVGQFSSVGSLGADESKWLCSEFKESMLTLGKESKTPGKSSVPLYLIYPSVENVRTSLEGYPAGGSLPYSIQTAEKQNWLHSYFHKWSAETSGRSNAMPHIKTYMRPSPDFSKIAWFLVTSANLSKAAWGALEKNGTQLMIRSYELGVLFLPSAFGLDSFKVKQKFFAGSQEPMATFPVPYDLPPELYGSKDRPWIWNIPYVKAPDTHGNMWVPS
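AlphaScreen read-out: signal falls as enzyme removes the 3' tyrosine-FITC from a 5'-biotinylated DNA oligo (15 nM, 5 min, RT). Enzyme was E. coli-made recombinant Tdp1 at 1 nM, exposed to compound for 15 min beforehand; beads 10 ug/ml, 10 min.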
DT40 TDP1 no CPT = qHTS for Inhibitors of human tyrosyl-DNA phosphodiesterase 1 (TDP1): qHTS in cells in absence of CPT | Potency, µM (series often up to 46.2 µM), inactives show at the highest dose activity change, negative = growth inhibition, usual class: inhibitors | 420,000 tested, 15% active | DT40 Tdp1-/- hTDP1 cells, no CPT, ATP luminescence, 48 h; further: nearly all actives have a fitted effect of over 55% in size
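Stably hTDP1-transfected Tdp1-null chicken DT40 cells were treated with library compounds minus camptothecin and grown for at least 48 hr at 37 °C, after which cellular ATP was quantified by luminescence.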
Starred values were filed as active, the others as inactive; u = inconclusive; x = not tested or not shown; [ ] = dose if it differs, or a comment. The call rests on the fitted dose curve; in most records, active means well fitted curve in the direction sought with a large enough effect; inconclusive means small, poorly fitted or top-dose-only effect, or another doubt; inactive means no such curve, though single readings can be large; an effect the other way counts as inactive or inconclusive. On the % scale 0 is the no-effect control and ±100 the full control effect; potency means the concentration at half of the fitted maximal effect.

Every second line gives: TDP1 block	DT40 TDP1 no CPT	DT40 TDP1 CPT
1: CC(=O)c1ccc2c(c1)OCCOCCOCCOCCO2
 : 0%	-1%	3%
2: N#Cc1cc2c(nc1SCc1cccnc1)CCC2
 : 7%	u	u
3: O=C(NCc1cccs1)C1CCC(CNS(=O)(=O)c2ccccc2)CC1 (stereo not given)
 : -1%	-23%	0%
4: CCn1cc(C(=O)NCc2ccccc2)c(=O)c2cc(F)c(N3CCN(C(=O)c4ccco4)CC3)cc21
 : 10%	9.2µM*	10µM*
5: COc1ccc(N(Cc2nnc3n2CCCCC3)C(=O)Nc2cccc(C)c2)cc1Cl
 : 3%	10%	0%
6: CCc1ccc(NC(=S)/N=C(\N)Nc2nc(C)c3cc(CC)ccc3n2)cc1
 : 0%	u	u
7: COc1ncc2nc(C)c(=O)n(-c3ccccc3)c2n1
 : x	-8%	8%
8: Nc1ncnc2c1ncn2Cc1ccccc1
 : 3%	0%	-2%
9: Cc1cccc(NC(=O)c2cc(-c3cc(Cl)ccc3O)n[nH]2)c1
 : x	u	u
10: CCCNC(=O)c1ccccc1NC(=O)c1ccc2c(=O)n3c(nc2c1)CCC3
 : 1%	-22%	u
11: COc1ccc(NS(=O)(=O)c2cccc(C(=O)NCCCN3CCOCC3)c2)cc1
 : -3%	-5%	-5%
12: CC(=O)N1CCc2cc(S(=O)(=O)N3CCc4ccccc43)ccc21
 : 2%	u	13µM*
13: COc1ccc2sc(N(CCCN(C)C)C(=O)c3ccc(S(=O)(=O)N4CCCC4)cc3)nc2c1
 : 2%	-17%	-23%
14: CCOc1ccc(S(=O)(=O)Nc2cccc(C(=O)N3CCN(C(C)=O)CC3)c2)cc1
 : -7%[0.505 µM]	-14%	u
15: Cc1c(C(=O)NCCO)sc2nc3n(c(=O)c12)CCC3
 : 3%	1%	6%
16: Cc1cc(C)n(-c2nc(Nc3ccccc3)nc(-n3nc(C)cc3C)n2)n1
 : 45µM*	2%	5%
17: CNC(=O)c1cc2ccccc2o1
 : -7%[56.1 µM]	-9%	1%
18: COC(=O)c1ccc(CN2C(=O)NC3(CCCCC3C)C2=O)o1 (stereo not given)
 : 0%	-9%	5%
19: CCOC(=O)c1c(C)[nH]c(C)c1S(=O)(=O)N(C)CC(=O)Nc1ccc(OC)cc1
 : 3%	-15%	-34%
20: COc1ccc(N2C(=NC(=O)c3ccc(Br)cc3)SC3CS(=O)(=O)CC32)cc1 (stereo not given)
 : -3%	-21%	-12%
21: Cc1cc(C)n(CCC(=O)N2CCCC(N3CCN(c4cccc(Cl)c4)CC3)C2)n1 (stereo not given)
 : 3%	u	u
22: CSc1oc(-c2ccc(F)cc2)nc1S(=O)(=O)c1ccc(F)cc1
 : 6%	23µM*	15µM*
23: COc1ccccc1NC(=O)CSc1nnc(CCC(=O)Nc2ccccc2F)n1C
 : x	-26%	-10%
24: Clc1nnc(NC2CCCCC2)c(Cl)c1Cl
 : x	u	0%
25: Cc1cnc(-n2ncc(C(=O)NCCCc3ccncc3)c2C)nc1-c1ccc(F)cc1
 : x	-13%	10%[9.04 µM]
26: Cc1ccc(C)c(SCC(=O)Nc2ccc(C)c(S(=O)(=O)N3CCOCC3)c2)c1
 : -5%	13µM*	23µM*
27: Cc1c(C=O)c2ccccc2n1CC(=O)O
 : 6%	11%	-1%
28: O=C(NC1CCSc2ccccc21)c1ccc(Cl)c(S(=O)(=O)N2CCOCC2)c1 (stereo not given)
 : 1%	u	u
29: COc1ccc(OCCC(=O)OCC(=O)Nc2cccc(Br)c2)cc1
 : 2%	-2%	5%
30: C=CCOC(=O)/C(=C\C=C\c1ccccc1)NC(=O)c1ccccc1
 : -2%	0%	4%
31: CCc1cccc2c(C(O)c3c[nH]c4ccccc34)c[nH]c12 (stereo not given)
 : x	11µM*	4.5µM*
32: COCCOC(=O)c1c(C)oc2ccc(NS(=O)(=O)c3cccs3)cc12
 : 1%	-4%	7%
33: O=C(/C=C/c1cc2c(cc1Br)OCO2)NCc1ccc(F)cc1
 : 2%	-9%	-23%
34: O=C(CN(Cc1cccs1)C(=O)CN1C(=O)COc2ccccc21)NCc1ccco1
 : -2%	-13%	-5%
35: COc1ccc(-n2c(SCC(=O)Nc3ccc4c(c3)OCO4)nnc2C(C)N2CCCCC2)cc1 (stereo not given)
 : 4%	u	-17%
36: O=C(Cc1ccc([N+](=O)[O-])cc1)NNC(=O)c1ccc2c(c1)OCO2
 : 5%	11%	5%
37: O=C(COc1ccccc1)Nc1ccncc1
 : -1%	-9%	11%
38: CC(C)OCCOc1ccc2oc(-c3ccco3)cc(=O)c2c1
 : x	u	-19%
39: COc1ccc(C(C)(O)c2nc(-c3cccc(C(F)(F)F)c3)cs2)cc1 (stereo not given)
 : x	18µM*	26µM*
40: Cc1ccc(C)c(OCCC(=O)OCC(=O)NCCNC(=O)COC(=O)CCOc2cc(C)ccc2C)c1
 : -19%[0.505 µM]	u	-3%

Looked up above.
Value for cpd 39 in DT40 TDP1 no CPT: 18µM*
Value for cpd 32 in TDP1 block: 1%

New compounds follow:
Every second line gives: TDP1 block	DT40 TDP1 no CPT	DT40 TDP1 CPT
41: NS(=O)(=O)c1cccc(NC(=O)COC(=O)c2cc(Cl)ccc2[N+](=O)[O-])c1
 : x	-1%	9%
42: Cc1c(C(=O)O)sc2nc(SCC(=O)Nc3ccc(S(=O)(=O)NCCCC(=O)O)cc3)[nH]c(=O)c12
 : 5%	2%	-2%
43: CCN(CC)S(=O)(=O)c1nnc(NC(=O)c2ccc(Br)cc2)s1
 : 4%	u	u
44: N=C1C(c2ccccc2)=C(O)CN1CCO
 : x	8%	-21%
45: COc1ccc(C2/C=C\CN(C(=O)c3ccccc3)CC(=O)N2Cc2cccc(F)c2)cc1 (stereo not given)
 : 1%[56.1 µM]	-64%	u
46: O=C(Nc1ccc(-c2n[nH]c(=S)o2)cc1)c1ccccc1
 : x	-6%	5%
47: Clc1ccccc1CSC1=NCCN1
 : 0%	-6%	-18%
48: CC(=O)C1=CCC(c2ccc(Br)cc2)N(S(=O)(=O)c2ccc(C)cc2)C1 (stereo not given)
 : x	u	18µM*
49: COCCCN1C(=O)C(CC(=O)NCc2cccc3ccccc23)CC(C(=O)N(C(C)C)C(C)C)=C1C (stereo not given)
 : x	u	-24%
50: CC(=O)c1cccc(NC(=O)COC(=O)COc2ccc(Cl)cc2)c1
 : 2%	-4%	-13%
51: O=C(NNC(=O)c1c(F)cccc1F)c1sccc1-n1cccc1
 : 4%	-13%	0%
52: COC(=O)[C@@H]1CCCN1C(=O)[C@@H](NC(=O)OC(C)(C)C)C(C)C
 : 7%	-10%	-24%
53: COc1ccc(CN2CCCC(N3CCN(c4cccc(Cl)c4)CC3)C2)cc1OC (stereo not given)
 : x	23µM*	u
54: Cc1ccc(S(=O)(=O)N(C)C)cc1NC(=O)CSc1ccc2c(c1)OCCO2
 : x	8%	3%
55: CN(CC(=O)Nc1ccc(Cl)c(C(F)(F)F)c1)C(=O)c1cc(-c2ccncc2)nc2ccccc12
 : x	18µM*	u
56: O=C1C2ON(c3ccccc3)C(c3ccccn3)C2C(=O)N1c1ccc(Br)cc1 (stereo not given)
 : 8%	-8%	-8%
57: O=C(COC(=O)c1ccc(NS(=O)(=O)c2ccc(Br)s2)cc1)NC1CCCC1
 : 0%	-10%	-7%
58: CCC(=O)N(Cc1cccs1)C1CCOC(C)(C)C1 (stereo not given)
 : 2%	-2%	-13%
59: CCOc1ccc(C(C)(N)C(=O)O)cc1 (stereo not given)
 : 9%	-4%	-7%
60: Cc1ccc(C(=O)/C=C/c2ccc3ncccc3c2)cc1
 : 7%	29µM*	18µM*

Part of the list above in order of length of the SMILES, smallest number first.
Every second line gives: TDP1 block	DT40 TDP1 no CPT	DT40 TDP1 CPT
47: Clc1ccccc1CSC1=NCCN1
 : 0%	-6%	-18%
37: O=C(COc1ccccc1)Nc1ccncc1
 : -1%	-9%	11%
59: CCOc1ccc(C(C)(N)C(=O)O)cc1 (stereo not given)
 : 9%	-4%	-7%
58: CCC(=O)N(Cc1cccs1)C1CCOC(C)(C)C1 (stereo not given)
 : 2%	-2%	-13%
60: Cc1ccc(C(=O)/C=C/c2ccc3ncccc3c2)cc1
 : 7%	29µM*	18µM*
38: CC(C)OCCOc1ccc2oc(-c3ccco3)cc(=O)c2c1
 : x	u	-19%
51: O=C(NNC(=O)c1c(F)cccc1F)c1sccc1-n1cccc1
 : 4%	-13%	0%
50: CC(=O)c1cccc(NC(=O)COC(=O)COc2ccc(Cl)cc2)c1
 : 2%	-4%	-13%
53: COc1ccc(CN2CCCC(N3CCN(c4cccc(Cl)c4)CC3)C2)cc1OC (stereo not given)
 : x	23µM*	u
54: Cc1ccc(S(=O)(=O)N(C)C)cc1NC(=O)CSc1ccc2c(c1)OCCO2
 : x	8%	3%
56: O=C1C2ON(c3ccccc3)C(c3ccccn3)C2C(=O)N1c1ccc(Br)cc1 (stereo not given)
 : 8%	-8%	-8%
48: CC(=O)C1=CCC(c2ccc(Br)cc2)N(S(=O)(=O)c2ccc(C)cc2)C1 (stereo not given)
 : x	u	18µM*
52: COC(=O)[C@@H]1CCCN1C(=O)[C@@H](NC(=O)OC(C)(C)C)C(C)C
 : 7%	-10%	-24%
45: COc1ccc(C2/C=C\CN(C(=O)c3ccccc3)CC(=O)N2Cc2cccc(F)c2)cc1 (stereo not given)
 : 1%[56.1 µM]	-64%	u
41: NS(=O)(=O)c1cccc(NC(=O)COC(=O)c2cc(Cl)ccc2[N+](=O)[O-])c1
 : x	-1%	9%
40: Cc1ccc(C)c(OCCC(=O)OCC(=O)NCCNC(=O)COC(=O)CCOc2cc(C)ccc2C)c1
 : -19%[0.505 µM]	u	-3%
55: CN(CC(=O)Nc1ccc(Cl)c(C(F)(F)F)c1)C(=O)c1cc(-c2ccncc2)nc2ccccc12
 : x	18µM*	u
42: Cc1c(C(=O)O)sc2nc(SCC(=O)Nc3ccc(S(=O)(=O)NCCCC(=O)O)cc3)[nH]c(=O)c12
 : 5%	2%	-2%

(cont.)
Every second line gives: TDP1 block	DT40 TDP1 no CPT	DT40 TDP1 CPT
61: COCCCN(C(=S)NC(=O)C(C)(C)C)c1c(N)n(Cc2ccccc2)c(=O)[nH]c1=O
 : 1%	-5%	-7%
62: CCc1cccc(NC(=O)CCS(=O)(=O)c2ccc3c(c2)NC(=O)CO3)c1
 : 0%	-24%	u
63: Cn1c(SCC(=O)c2ccccc2)nc2cccnc21
 : 5%	-29%	-25%
64: Cc1cc(C)c(NC(=O)CSc2nnc(Cc3cccn3C)n2-c2ccc(F)cc2)c(C)c1
 : 6%	-17%	u
65: O=C(Nc1ccccc1)C1=C[C@@H](c2ccc3c(c2)OCO3)C[C@@H](OCCCCO)O1
 : x	-13%	-23%
66: c1ccc(OCc2nn3c(-c4ccco4)nnc3s2)cc1
 : 1%	u	u
67: O=C(Nc1cc(C(F)(F)F)ccc1N1CCOCC1)c1n[nH]c(=O)c2ccccc12
 : 2%	u	-8%
68: Cc1cc(NC(=O)c2n[nH]c(=O)c3ccccc23)ccc1Br
 : 8%	-22%	u
69: CC(NC(=O)COc1ccc([N+](=O)[O-])cc1)c1ccccc1 (stereo not given)
 : 6%	u	u
70: COc1cc(COCC(O)CN2C(C)CCCC2C)cc(OC)c1OC (stereo not given)
 : x	24%	-7%
71: COCCNc1ncnc2c1ncn2[C@H]1CN(Cc2ccc3c(c2)OCO3)C[C@@H](CO)O1
 : x	1%	0%
72: CC(=O)c1ccc(C(=O)N2CCc3c([nH]c4ccccc34)C2c2ccccn2)s1 (stereo not given)
 : 0%	21µM*	u
73: Cc1nc2ccc(C(=O)N3CCN(Cc4ccccc4)CC3)cc2[nH]1
 : x	2%	2%
74: O=C(COc1ccc([N+](=O)[O-])cc1)NCc1ccccc1
 : 4%	-8%	u
75: O=C(NNC(=O)C1CC=CCC1C(=O)O)c1ccc(Cl)cc1 (stereo not given)
 : -2%	2%	11%
76: Cn1nc(C(F)(F)F)cc1Oc1ncc(C(F)(F)F)cc1Cl
 : -6%	-8%	-3%
77: CCc1ccc(C(=O)COC(=O)c2nn(C)c(=O)c3ccccc23)cc1
 : 8%	-4%	4%
78: CC(C)c1ccc(N2C(=O)CC(Sc3ncccn3)C2=O)cc1 (stereo not given)
 : x	u	u
79: CCN1CCN(C(=O)c2cc(S(=O)(=O)N3CC(C)CC(C)C3)ccc2Cl)CC1 (stereo not given)
 : -11%	u	u
